# cln2 rad14 = NCI yeast anticancer drug screen, S. cerevisiae cln2 rad14 strain | % growth inhibition at 50 µM | 78,000 tested, 8.3% active | AID 165;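 also: 0% = growth of vehicle-only cultures of the same strain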
#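 Growth inhibition, relative to vehicle-treated controls, is the read-out. The test organism is a yeast strain with defined genetic alterations, cln2 rad14.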
# rad50 = NCI yeast anticancer drug screen, S. cerevisiae rad50 strain. % growth inhibition at 50 µM. 79,000 tested, 10% active;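 also: 0% = growth of vehicle-only cultures of the same strain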
#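 Readout: growth inhibition relative to vehicle-treated cultures. Compound exposure was carried out in a genetically defined yeast strain deficient in DNA damage repair.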
# yeast bub3 = NCI yeast anticancer drug screen, S. cerevisiae bub3 mutant strain. 78,000 tested, 9.9% active. growth inhibition, % at 50 µM. AID 167;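 also: 0% = growth of vehicle-only cultures of the same strain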
#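 Screening used yeast with an engineered genetic alteration affecting cell cycle control. Compound-exposed cultures were compared with vehicle cultures, and reduced growth was taken as inhibition.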
# yeast mlh1 rad18 = NCI yeast anticancer drug screen, S. cerevisiae mlh1 rad18 strain; growth inhibition, % at 50 µM; 79,000 tested, 11% active;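 also: 0% = growth of vehicle-only cultures of the same strain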
#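 Inhibition values reflect reduced growth of mutant yeast versus vehicle-treated controls following compound exposure; the mutations affect DNA damage repair.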
# mec2-1 = NCI yeast anticancer drug screen, S. cerevisiae mec2-1 strain. % growth inhibition at 50 µM. 79,000 tested, 9% active. AID 157;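 also: 0% = growth of vehicle-only cultures of the same strain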
#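 Yeast mec2-1 mutant treated with compound. Readout: growth inhibition vs vehicle controls.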
# sgs1 mgt1 = NCI yeast anticancer drug screen, S. cerevisiae sgs1 mgt1 strain; AID 161; % growth inhibition at 50 µM; 78,000 tested, 10% active;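 also: 0% = growth of vehicle-only cultures of the same strain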
#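 Percent growth inhibition was derived by comparing compound-exposed mutant yeast with vehicle-exposed cultures. The strain carries alterations in DNA damage repair.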
# * hit, by the source's call; . = not tested or not shown; & = joins results of further samples. Rule as the data show it: active = growth inhibition above about 70%; inactive = the rest.
SMILES,cln2 rad14,rad50,yeast bub3,yeast mlh1 rad18,mec2-1,sgs1 mgt1
N#Cc1c(-c2ccccc2)c(-c2ccccc2)cc2c(=O)c3ccc(Cl)cc3[nH]c12,12.4,-27.3,7.2,2.4,3.2,-2.9
COc1ccc(C2C3CCCC(C(c4ccc(OC)cc4)N2C)C32NC(=O)NC2=O)cc1 (stereo not given),97.2*,97.2*,97.8*,97.6*,98.0*,97.8*
CN1c2ccccc2C(C)(C)C12C=C(C#N)C(=C(C#N)C#N)N2 (stereo not given),8.7,11.2,-9.9,17.5,6.5,-0.9
CC(=O)c1ccc(OCc2ccccc2)cc1OCc1ccccc1,11.7,7.0,4.8,-18.6,4.5,-9.8
Cc1ccc2c(c1)nc1n2C(c2c(F)cccc2F)SC1 (stereo not given),13.4,0.1,29.3,-3.7,-6.5,26.9
CCCCCCCCCCC1SCC(=O)N1c1nncs1 (stereo not given),10.2,13.2,4.2,4.2,0.8,16.6
CC(=O)N(C)CCCCCCN(C)C(C)=O,3.0,8.9,7.2,9.3,8.1,10.7
FC(F)(Br)C(F)(Cl)Br (stereo not given),17.4,18.6,1.5,24.7,18.8,17.6
O=c1[nH]cnc2c1CN(c1ccc(Cl)cc1)C2,-29.6,-14.5,-19.2,-1.9,3.5,-11.3
CC(=O)c1ccc(NC(=O)C(=O)Nn2c(=S)[nH]c3ccccc3c2=O)cc1,20.6,2.3,-3.5,-0.9,-15.2,-12.2
CCOc1cc(C(=O)O)c2c(ccc3ccc(OC)c(OC)c32)c1OC,31.9,38.6,-24.3,-65.3,1.1,2.5
CN(C)C1CCC(C=C(C2CCC(CC(=O)O)CC2)C2CCC(CC(=O)O)CC2)CC1 (stereo not given),13.6,-3.0,1.1,6.3,-21.5,9.6
O=C(c1ccccc1)c1cccc(Cl)c1,20.5,25.9,7.5,-7.2,-8.8,22.4
Cc1ccc(C)c(C2CCCCC2O)c1 (stereo not given),71.5*,4.5,51.1,-16.1,-11.7,-9.1
COc1ccc2c(c1)C(OC)C1c3c(cc4c(c3-2)OCO4)CCN1C (stereo not given),-1.4,-23.1,-6.0,78.3*,-17.5,-8.8
CC1(C)CC(O)C(C)(C)[C@@H](O)C1 (stereo not given in full),0.6,3.7,17.1,-10.2,-4.7,15.7
O=C(/C=C\c1cccc([N+](=O)[O-])c1)/C=C/c1cccc([N+](=O)[O-])c1,-28.4,9.1,3.1,42.5,11.5,14.6
CCCCCCCCCCCCOCCCCCCCCC/C=C/c1ccc2c(c1)OCCOCCOCCOCCO2,-56.0,-5.1,-56.1,9.2,-45.2,-9.4
COC(OC)C1CC=CCCC1C(=O)O (stereo not given),-0.4,17.1,14.2,-8.7,16.8,11.7
C[N+]1(C)CCCC(CO)(c2ccccc2)CC1 (stereo not given),-15.5,10.2,14.9,7.7,13.0,3.3
CCCCCCC(=O)OCC(CCCCC)C(O)CCCCCC (stereo not given),-41.9,-9.1,-0.3,-9.2,-4.4,2.7
NCCC(Oc1ccc(C(F)(F)F)cc1)c1ccccc1 (stereo not given),23.4,-5.4,-7.2,-17.4,-3.0,-14.9
c1ccc2c(O[Si](Oc3cccc4ccccc34)(Oc3cccc4ccccc34)Oc3cccc4ccccc34)cccc2c1,89.6*,96.0*,96.8*,95.8*,97.7*,97.8*
O=C(/C(=C\C(=O)c1cccs1)c1ccsc1)c1ccc(Br)cc1,-25.9,1.2,14.5,-17.3,-32.0,11.2
COC1=C(OC)C(=O)C(COC2CCCCO2)=CC1=O (stereo not given),87.5*,-4.9,10.6,-6.7,-1.4,8.8
CC(C)(CN)CN,-8.7,8.8,-5.0,4.7,-3.9,4.2
O=C(O)c1ccc2ccc3ccccc3c2c1C(=O)O,-33.4,-12.4,0.5,-28.4,-2.2,-3.2
COC(=O)C(=O)C(C(=O)C(=O)Nc1ccc(C)c(C)c1)c1nc2ccc([N+](=O)[O-])cc2[nH]c1=O (stereo not given),14.9,8.5,9.8,10.4,0.7,1.5
CN(C)c1cccc2c(S(=O)(=O)NCCN)cccc12,29.4,-12.3,-23.3,-10.2,-10.8,-19.6
CC(C)=NNC(=O)COCC(=O)NN=C(C)C,-84.5,0.2,-22.9,1.4,-4.5,-1.4
CCn1c(O)c(C=Nc2ccccc2)s/c1=N/Nc1nc(-c2ccc([N+](=O)[O-])cc2)cs1,17.8,-3.9,-31.2,-26.1,-4.4,16.8
Cc1ccc2c(c1)[nH]c(=S)n2/C=C(/c1ccc(Cl)cc1)S(=O)(=O)Cc1ccc(Cl)cc1,-27.0,-17.1,-26.3,-10.8,-14.2,5.2
COC(=O)c1c/c(=N\NC(=O)CC(=O)Nc2ccccc2OC)c2ccccc2o1,-38.8,-0.8,-2.3,-1.7,0.6,-31.9
CN(CCO)CC(O)Cn1cnc2c(N)ncnc21 (stereo not given),10.7,-12.5,-19.4,19.8,-17.8,-31.5
CCOC(=O)Nc1cc2ccccc2c(N=Nc2ccccc2)c1O,1.6,-5.0,-26.4,-1.9,0.7,4.6
CCN(CC)c1c(-c2ccccc2)nnc2c3ccccc3nn12,-21.0,30.4,3.3,13.2,8.8,-0.9

# 5 records drawn at random from the list so far, as already listed:
SMILES,cln2 rad14,rad50,yeast bub3,yeast mlh1 rad18,mec2-1,sgs1 mgt1
COC(=O)c1c/c(=N\NC(=O)CC(=O)Nc2ccccc2OC)c2ccccc2o1,-38.8,-0.8,-2.3,-1.7,0.6,-31.9
CN(C)c1cccc2c(S(=O)(=O)NCCN)cccc12,29.4,-12.3,-23.3,-10.2,-10.8,-19.6
CCn1c(O)c(C=Nc2ccccc2)s/c1=N/Nc1nc(-c2ccc([N+](=O)[O-])cc2)cs1,17.8,-3.9,-31.2,-26.1,-4.4,16.8
O=C(O)c1ccc2ccc3ccccc3c2c1C(=O)O,-33.4,-12.4,0.5,-28.4,-2.2,-3.2
COC(=O)C(=O)C(C(=O)C(=O)Nc1ccc(C)c(C)c1)c1nc2ccc([N+](=O)[O-])cc2[nH]c1=O (stereo not given),14.9,8.5,9.8,10.4,0.7,1.5

# The listing continues.
SMILES,cln2 rad14,rad50,yeast bub3,yeast mlh1 rad18,mec2-1,sgs1 mgt1
Cc1cc(Cl)cc(C(=O)O)c1O,-12.7,5.7,-8.1,-8.0,-9.2,0.1
CC(=O)NC(CCCCN(Cc1ccccc1)C(=O)NCCCl)C(=O)NCc1ccccc1 (stereo not given),2.9,10.3,-16.1,-13.2,-15.3,2.5
COc1cc2c(cc1OC)C(Cc1ccc(OC(=O)O)cc1)=NCC2,1.2,17.8,-4.0,-4.7,6.0,-1.9
CC(=O)C(C(C)=O)C1C=CC=CC=C1,80.0*,97.0*,92.5*,96.9*,92.5*,91.8*
Cc1ccc(S(=O)(=O)N/N=C2\CCCCCCCCCCC2CN(C)C)cc1 (stereo not given),9.1,-17.4,-8.8,20.6,-29.4,-26.8
O=c1[nH]cnc2nn(C3OC(CO)C(O)C3O)nc12 (stereo not given),11.2,10.7,-7.2,23.6,11.5,1.5
O=C(O)C(Cc1ccccc1-c1ccccc1)C(=O)O,-2.4,-15.3,-43.0,5.5,-2.8,-7.8
CC(C)c1cc(C(=O)O)c(O)c(C(C)C)c1.CC(C)c1cc(C(=O)O)c(O)c(C(C)C)c1.[Mn],-13.7,28.1,12.3,10.5,6.8,20.4
COc1ccc(C(C)=O)c(OC(C)=O)c1O,-0.8,-11.2,9.1,-4.2,-7.7,-10.7
CSc1cnn(-c2ccccc2)[n+]1[O-],-42.5,3.8,-1.8,-0.8,-1.3,-7.2
C[C@]12CCC3=NCCN3C1=CC[C@@H]1[C@@H]2CC[C@@]2(C)[C@H]1CC[C@]2(C)O,23.4,10.8,-22.8,-23.9,7.9,-30.9
CCOc1ccc(/C(O)=C/c2nc3ccccc3nc2/C=C(\O)c2ccc(OCC)cc2)cc1,-0.8,-2.1,36.0,13.6,-13.7,16.4
COc1ccc(Cc2cc3c(cc2OC)OCO3)c(OC)c1,-55.4,0.9,-3.8,-1.3,-7.8,31.7
CS(=O)(=O)c1ccc(NN)c(S(C)(=O)=O)c1,.,-9.4,.,11.8,-10.3,.
Cc1ncc([N+](=O)[O-])n1CCNC(=O)CCCCCn1ccnc1[N+](=O)[O-],19.7,3.1,-6.2,-35.2,-4.0,-9.4
c1ccc2c(N3CCCCC3)csc2c1,-12.2,-10.0,-9.3,-5.7,-7.2,-6.8
O=C1NC2(CCN(CCCC3(c4ccc(F)cc4)OCCO3)CC2)Oc2ccccc21,-11.6,-11.6,5.8,-55.7,-35.7,-1.1
CCCCC#CCCOC(=O)C#CCCCC,92.0*,30.0,-21.3,3.2,28.2,-0.8
CN(C=O)c1cccc(C(=O)O)c1,-29.5,4.0,-2.4,7.5,-1.2,-4.0
Cc1cc2c(cc1O)CC[C@@H]1[C@@H]2CC[C@]2(C)[C@@H](O)CC[C@@H]12,50.2,38.5,37.5,50.0,35.2,68.0
CC(=O)OC/C=C(C)/C=C/C=C(C)/C=C/C1=C(C)CCCC1(C)C,-2.2,-15.4,12.5,-55.0,-34.0,-20.3
CC(=O)OCCCC(=O)Nc1cc([N+](=O)[O-])ccc1OCc1ccccc1,-6.3,12.4,5.7,8.4,-3.4,3.5
O=C(c1ccccc1)C1CC1C(=O)c1ccccc1 (stereo not given),-61.5,-3.5,38.3,-3.5,-11.8,-6.1
O=C(c1ccccc1)c1ccc(C(F)(F)F)cc1,-12.5,0.5,-13.4,-8.3,-10.2,-27.6
CC(C)C1=CC(=O)C(C)(C2C(O)CC3(C)C4CC=C5C(CCC(O)C5(C)C)C4(C)C(=O)CC23C)O1 (stereo not given),75.0*,73.2*,62.2,69.4,74.5*,68.8
Cc1cccc(OC(=O)c2ccccc2)c1,-33.1,45.5,11.1,-11.7,14.4,28.1
O=[N+]([O-])c1ccc(-c2cc3ccccc3nc2Cl)cc1,5.5,15.4,28.4,17.0,12.1,8.4
O=C(Nc1ccc(Cl)c(Cl)c1)Nc1cc(Cl)ccc1Oc1ccc(Cl)cc1S(=O)(=O)O,92.2*,90.5*,92.5*,91.0*,93.5*,93.6*
CC1OCC2CC3(O1)OC3C(COCC1OC3COC(C)OC4(C3)OC14)O2 (stereo not given),-44.5,-7.0,-3.1,-14.9,-25.3,-3.5
CCCCCn1[nH]nc(C(=O)OC)c1=O (tested in a mixture with another compound),27.5,18.8,30.5,34.4,17.1,23.1
O=c1[nH]nc(-c2ccccc2)n1-c1ccncc1,-4.7,-4.7,12.7,0.7,0.3,-6.5
CCCCCCCCCCCCCC(=O)OCCOCCOC(=O)CCCCCCCCCCCCC,50.4,-12.7,38.9,13.8,13.9,32.6
O=c1[nH]cc(Nc2ccccc2)c(=O)[nH]1,-35.2,-1.1,-29.6,-9.7,2.4,5.0
Cc1ccc(/C=c2\c(=O)[nH]c3nc4ccccc4c(=O)n23)cc1,27.1,-14.3,2.8,-4.8,13.9,30.9
CC(C)(C)N=c1n(C(C)(C)C)oc(=O)n1C(C)(C)C,-3.0,-11.8,-27.9,-11.9,-34.0,-25.1
CCC(C)C1SCC(=O)N1c1nncs1 (stereo not given),-4.6,10.6,4.9,16.4,7.5,6.5

# Profiles, quoted from the list:
# Shown for `CCCCCCCCCCCCCC(=O)OCCOCCOC(=O)CCCCCCCCCCCCC` : cln2 rad14: 50.4; rad50: -12.7; yeast bub3: 38.9; yeast mlh1 rad18: 13.8; mec2-1: 13.9; sgs1 mgt1: 32.6
# Shown for `O=c1[nH]nc(-c2ccccc2)n1-c1ccncc1` : cln2 rad14: -4.7; rad50: -4.7; yeast bub3: 12.7; yeast mlh1 rad18: 0.7; mec2-1: 0.3; sgs1 mgt1: -6.5

# New compounds follow.
SMILES,cln2 rad14,rad50,yeast bub3,yeast mlh1 rad18,mec2-1,sgs1 mgt1
Cc1ncc(-c2nnnn2-c2ccccc2)c(C(=O)O)n1,-7.9,-55.2,-12.8,-21.3,8.1,-45.5
O=C(CCCC(=O)N/N=C/c1ccc(Cl)cc1)N/N=C\c1ccc(Cl)cc1,-11.6,-27.4,-1.6,-16.9,-9.9,-9.9
Cc1ncc(Cl)c2cc3ccccc3cc12,-24.6,-2.4,-3.2,-7.5,2.1,-0.7
Nc1nc(=O)nc2[nH]c3c4cccc5cccc(c3nc12)c54,0.1&16.0,6.2&27.9,2.4&1.0,-6.5&11.2,-4.5&12.5,7.0&4.8
CC[O-].CC[O-].[O-]c1ccccc1C=Nc1ccccc1.[O-]c1ccccc1C=Nc1ccccc1.[Ti+4],29.9,50.5,19.9,19.9,14.8,19.8
CNc1c(C(=O)Nc2ccccc2)c(=O)n(C)c(=O)n1C,2.3,62.9,90.8*,74.5*,81.0*,32.8
CCOC(=O)c1ccc(CSc2ccc(OC)cc2)cc1,76.5*,86.9*,80.5*,78.6*,75.7*,86.4*
COc1cc2cccc(N)c2cc1OC,-12.4,-3.9,-9.1,-5.5,-5.7,1.5
CC1(C)CC(C)(Br)C(Br)C(=O)C1C(O)(C(F)(F)F)C(F)(F)F (stereo not given),99.2*,99.5*,99.6*,99.8*,99.8*,99.8*

# High-throughput results deposited in PubChem by NCI.
